Source: PubChem BioAssay
TDP2 inh: blocks human TDP2 phosphodiesterase activity; O95551; recombinant TDP2, T5PNP hydrolysis, p-nitrophenol absorbance 415 nm; inhibition, % at 12.8 µM; 370,000 tested, 0.34% active;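 active = inhibition above the mean of all tested compounds plus 3 SD, set per campaign, cut at about 25% in these data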;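 also: 0% = DMSO with enzyme and 100% = buffer with substrate but no TDP2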
Target sequence (O95551 whole entry, looked up): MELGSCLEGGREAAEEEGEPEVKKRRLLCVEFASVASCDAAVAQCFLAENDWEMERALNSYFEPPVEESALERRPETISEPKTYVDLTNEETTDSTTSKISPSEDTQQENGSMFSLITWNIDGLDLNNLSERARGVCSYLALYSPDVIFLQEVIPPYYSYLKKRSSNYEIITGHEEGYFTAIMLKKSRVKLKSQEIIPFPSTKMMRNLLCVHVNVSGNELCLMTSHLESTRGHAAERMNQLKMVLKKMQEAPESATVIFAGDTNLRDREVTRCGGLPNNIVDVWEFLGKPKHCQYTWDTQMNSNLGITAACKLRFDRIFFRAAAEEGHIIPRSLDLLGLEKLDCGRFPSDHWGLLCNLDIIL
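Test system: Human TDP2 enzyme | Reagent: 5 mM T5PNP | Compound dosing: 12.8 µM single point, 1% DMSO | Incubation: Enzyme reaction with compound for 2 h at 37 °C | Technique: p-Nitrophenol epi absorbance | Read-out: % inhibition relative to enzyme-containing and enzyme-free wells | Benchmarks: High control without enzyme, low control DMSO plus TDP2 | Replicates: Singlicate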
rCAG binder: binds r(CAG) RNA repeats; r(CAG) RNA repeat, TO-PRO-1 dye displacement fluorescence; inhibition, % at 3 µM; 370,000 tested, 1.3% active; AID 651821;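 active = inhibition above the plate cutoff, the mean of all test compounds on that plate plus 3 SD, cut at about 35% in these data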;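 also: 0% = DMSO alone and 100% = 100 µM mitoxantrone as full dye displacement; higher means more dye released from RNA so lower well fluorescence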
LEDGF integ inh: blocks HIV-1 LEDGF/p75-dependent DNA integration; AID 743269; 370,000 tested, 0.64% active; TR-FRET IN-LEDGF/p75 DNA integration, Eu/Cy5; inhibition, % at 3.7 µM;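 active = inhibition above the screen-wide mean plus 3 SD, cut at about 13% in these data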;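 also: signal is the Cy5 over europium emission ratio at 671 and 618 nm; 0% = plate median of compound wells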
SIAE primary: human SIAE inhibition, primary screen | 370,000 tested, 0.69% active | SIAE FP-Rh probe binding, fluorescence polarization | inhibition, % at 9.66 µM | Q9HAT2;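 active = inhibition above a cutoff: mean of compounds within the control limits plus 3 SD of those, cut at about 17% in these data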;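 also: 0% = plate median of compound wells and 100% = probe without SIAE protein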
NR1D1 modulator: modulates human Rev-erb alpha binding to DNA | P20393 | 370,000 tested, 0.79% active | AID 1259318 | Rev-erbα–FITC-DNA binding, fluorescence polarization, 90 min | activity, % at 10 µM;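 active = activity above about 14%, limit read from the data; passing the limit was not always enough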;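 also: 0% = DMSO wells with 35 nM protein and 100% = DMSO wells with 750 nM protein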
ABHD4 inh: inhibitors of mouse ABHD4; Q8VD66; purified mABHD4, FP-Rh probe fluorescence polarization; inhibition, % at 8.92 µM; 370,000 tested, 0.54% active; AID 720543;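 active = inhibition exceeding the mean over every tested compound plus 3 SD, cut at about 30% in these data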;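 also: 0% = plate median of compound wells and 100% = S159A mutant with DMSO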
Target sequence (Q8VD66 whole entry, looked up): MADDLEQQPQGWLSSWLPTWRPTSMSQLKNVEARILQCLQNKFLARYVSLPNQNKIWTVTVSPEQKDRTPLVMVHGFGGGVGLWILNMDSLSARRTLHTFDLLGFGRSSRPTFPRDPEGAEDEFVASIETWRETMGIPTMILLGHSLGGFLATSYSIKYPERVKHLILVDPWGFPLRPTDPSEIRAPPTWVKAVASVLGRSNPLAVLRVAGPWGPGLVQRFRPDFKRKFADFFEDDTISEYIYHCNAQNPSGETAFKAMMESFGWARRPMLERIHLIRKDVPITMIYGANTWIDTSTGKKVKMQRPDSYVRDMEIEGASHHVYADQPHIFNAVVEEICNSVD
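Test system: mouse ABHD4 enzyme, wild type. Reagent: FP-Rh fluorescent activity-based probe, added after compound pre-incubation. Timing: pre-incubation 45 min, probe exposure 60 min, at 25 °C. Technique: FP readout, ex 525 nm / em 598 nm. Benchmarks: high control S159A mutant with DMSO, low control median of compound wells.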
HTRA1 inhibitor: inhibitors of human serine peptidase HTRA1. 340,000 tested, 0.5% active. inhibition, % at 5.96 µM. AID 504803. recombinant HTRA1, FP-rhodamine activity-based probe, fluorescence polarization; in the data active = inhibition above about 36%;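 also: 0% = enzyme with DMSO and 100% = wells lacking enzyme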
PRMT1 inh: blocks human protein arginine methyltransferase 1. recombinant PRMT1, activity-based probe fluorescence polarization. inhibition, % at 2.79 µM. 370,000 tested, 1.3% active. AID 652257;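 active = inhibition above about 21% made by adding two undisclosed values, limit read from the data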
Target sequence (Q99873 whole entry, looked up): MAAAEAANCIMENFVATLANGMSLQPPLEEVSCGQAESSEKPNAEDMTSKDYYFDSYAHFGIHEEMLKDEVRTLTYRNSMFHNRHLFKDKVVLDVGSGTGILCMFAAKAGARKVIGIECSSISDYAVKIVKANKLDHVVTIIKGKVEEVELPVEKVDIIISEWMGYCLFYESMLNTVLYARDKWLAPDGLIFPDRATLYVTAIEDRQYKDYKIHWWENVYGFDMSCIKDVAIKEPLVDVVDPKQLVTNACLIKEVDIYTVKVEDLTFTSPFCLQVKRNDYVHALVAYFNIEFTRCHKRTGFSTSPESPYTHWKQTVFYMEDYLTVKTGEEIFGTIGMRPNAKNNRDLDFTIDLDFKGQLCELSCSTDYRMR
TCR CD3 inh: human TCR-CD3 binding inhibition; TAMRA-labeled TCR probe fluorescence, biochemical; inhibition, % at 9.4 µM; 360,000 tested, 0.37% active; AID 651800; in the data active = inhibition above about 19%;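 also: recombinant mutant TCR 2C K166C tagged with TAMRA read by polarization; 0% = receptor in buffer alone and 100% = receptor with positive control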
PG9 Ab binder: small molecules binding HIV-1 gp120 antibody PG9; TR-FRET gp120-PG9 antibody binding; inhibition, % at 6.7 µM; 360,000 tested, 0.43% active; AID 624416; in the data active = inhibition above about 8.5%
* = called active by the depositor; · = not tested or not shown. This is a subset, so the mix of outcomes need not match the whole.

SMILES	TDP2 inh	rCAG binder	LEDGF integ inh	SIAE primary	NR1D1 modulator	ABHD4 inh	HTRA1 inhibitor	PRMT1 inh	TCR CD3 inh	PG9 Ab binder
COC(=O)c1ccccc1NC(=O)CN(CCc1ccccc1)S(C)(=O)=O	12	-7	-4	1	0	-3	-5	0	2	-1.0
CC(=O)/C=C/c1ccc2ccccc2n1	-2	-3	-2	4	0	-1	6	7	-1	-22
Cc1ccc(NC(=O)CSc2nnc(-c3cccnc3)o2)c(C)c1	1	-3	-5	-3	4	2	-7	7	1	-0.2
Cc1ccc2nc3c(c(Nc4ccccc4)c2c1)CCC3	1	6	0	-3	0	3	-31	0	2	-0.1
Cc1ccc(-c2ccc(CCC(=O)O)n2-c2cccc(C(=O)O)c2)cc1	4	15	2	4	-2	12	-3	8	-2	-2.8
CCSc1nc(C2CC2)cc(-c2cccs2)c1C#N	2	5	-4	-13	7	0	-22	1	-5	-0.1
N=c1oc2ccc(Br)cc2cc1C(=O)NCc1ccc(F)cc1	1	7	1	-3	-3	11	1	-3	4	-1.7
O=C(Nc1ccc(Br)c2ccccc12)c1ccc2ccccc2c1O	4	77*	-4	26*	5	18	19	11	-2	36*
COc1ccc(/C=C2/N=C(c3cccs3)OC2=O)cc1OC(C)C	12	0	2	-2	3	6	3	-1	-7	-2.7
O=C(CN(C(=O)c1ccccc1Cl)C1CCCCC1)Nc1ccc(Cl)c([N+](=O)[O-])c1	9	4	1	-60	-1	-6	-16	-1	12	0.3
CCOc1cc(S(=O)(=O)NC2CC(C)(C)NC(C)(C)C2)ccc1F	-16	-1	-2	-2	-3	-8	0	2	-7	2.4
Cc1nc2sc(C(c3ccco3)N3CCN(c4ccccc4F)CC3)c(O)n2n1 (stereo not given)	0	-3	1	4	-3	4	2	2	2	-0.7
Cc1ccc(NC(=O)COC(=O)C(NS(=O)(=O)c2ccc(Cl)cc2)C(C)O)c(Br)c1 (stereo not given)	-9	3	3	-2	-3	-7	-4	-4	-5	-1.9
CCOCCCNCC(=O)NC1(C)C2CCC(C2)C1(C)C (stereo not given)	2	-6	0	0	-3	9	12	3	12	-1.2
Cc1nn2c(NCCCn3ccnc3)cc(C(C)C)nc2c1-c1ccccc1	11	-5	2	-6	0	4	5	-2	2	1.0
Cn1ccnc1SCC(=O)c1cc2ccccc2o1	10	21	25*	-3	2	-7	-7	9	-2	-0.2
Cc1ccc(S(=O)(=O)N2CN(CC3CCCO3)c3nc4ccccc4nc32)cc1 (stereo not given)	-9	6	-7	1	-4	3	-10	9	7	0.0
COc1cc(C(=O)Nc2ccc(C(C)=O)cc2)c(Br)c(OC)c1OC	-16	1	0	14	-2	-4	-1	2	-2	-1.8
COC(=O)[C@]1(C)N[C@H](CN(C)C(=O)Nc2ccc(C)cc2)[C@@H]2C(=O)N(Cc3ccccc3)C(=O)[C@@H]21	1	0	3	-1	2	-1	1	-3	-2	-0.7
O=C(CC1C=CCC1)OCCN1CCN(C2CN(Cc3cn(Cc4ccccc4Cl)nn3)S(=O)(=O)C2)CC1 (stereo not given)	0	-2	4	-1	-1	-1	·	-3	·	·
O=C(Cc1cccs1)N(c1ccc(Br)cc1)C1C=CS(=O)(=O)C1 (stereo not given)	-21	-2	-6	-8	-2	-6	-3	11	1	-0.8
Cc1cc(C)c(OCC(=O)NCC(c2ccco2)N2CCCCC2)c(C)c1 (stereo not given)	-11	-9	2	1	6	-6	-13	-1	0	-2.6
CCc1nnc(NC(=O)/C=C/c2ccco2)s1	-5	7	1	3	5	6	-1	2	4	-3.4
COc1cc(OC)c(N2CC34C=CC(O3)C(C(=O)O)C4C2=O)cc1Cl (stereo not given)	7	2	-3	1	-1	-2	3	1	1	1.6
CC1CCCC(C)N1C(=O)c1cc(F)c(F)cc1Cl (stereo not given)	-3	-3	-1	-3	4	5	6	-2	14	0.8

Ordered by the number under ABHD4 inh (highest first): 3 from the list above.
| SMILES | ABHD4 inh |
| --- | --- |
| Cc1ccc(NC(=O)CSc2nnc(-c3cccnc3)o2)c(C)c1 | 2 |
| CCSc1nc(C2CC2)cc(-c2cccs2)c1C#N | 0 |
| Cn1ccnc1SCC(=O)c1cc2ccccc2o1 | -7 |

The results go on.
SMILES	TDP2 inh	rCAG binder	LEDGF integ inh	SIAE primary	NR1D1 modulator	ABHD4 inh	HTRA1 inhibitor	PRMT1 inh	TCR CD3 inh	PG9 Ab binder
CC(=O)Nc1ncc(N=Nc2cccc(C(F)(F)F)c2)s1	7	1	-3	0	-4	-2	-1	3	-2	1.8
COc1ccc(OC)c(/C=C/C(=O)OCC(=O)Nc2ccc(Cl)c(S(=O)(=O)N(C)C)c2)c1	5	9	-2	-63	-2	-26	-36	-1	3	0.1
CN(C)S(=O)(=O)c1cc(NC(=O)COC(=O)CCc2ccccc2)ccc1Cl	4	2	-1	0	-2	5	0	3	-8	0.7
O=C(Nc1ccn(Cc2ccccc2F)n1)c1ccc(COc2cccc(Br)c2)cc1	9	8	1	-34	4	-27	-49	-1	6	0.2
CC(C)(C)c1ccc(S(=O)(=O)NC(=O)C2(C)CCN2C(=O)Cc2ccc(-c3ccccc3)cc2)cc1 (stereo not given)	-7	72*	1	1	-9	45*	·	2	0	0.9
COc1ccccc1CNC(=O)C1CC2Cn3c(nc4cc(C)c(C)cc43)C2N1C (stereo not given)	1	-5	0	-4	-1	4	1	-3	2	-4.2
CC(C)(C)NS(=O)(=O)c1ccc(NC(=S)NC(=O)C2CC2)cc1	12	-3	2	-3	0	-6	-8	1	-2	-2.6
O=C(/C=C/c1ccccc1)NCCSCc1ccc(Cl)cc1	-10	-8	-3	0	-5	-4	-10	-1	11	1.7
CN1CCCCC(NC(=O)c2ccccc2)C1=O (stereo not given)	-8	2	3	3	-3	-5	·	-7	-2	1.8
CC(=O)c1ccc(NC(=O)CCNS(=O)(=O)c2cccc3nonc23)cc1	2	-1	1	1	4	-7	3	-3	3	1.3
Cc1ccc(NC(=O)c2sc3ccccc3c2Cl)nc1	-5	1	-3	-8	5	-1	1	3	-2	3.1
COc1cc(C(=O)NNC(=O)CNC(=O)C2CCCCC2)ccc1OC(C)C	-9	1	-5	0	1	-4	6	0	-11	1.1
CCOc1cc(CN2CCCCCC2)ccc1OC	16	1	7	5	0	3	6	-1	-2	0.2
CCc1ccc(-c2nc(CN3CCC(C(=O)NCCc4ccc(OC)c(OC)c4)CC3)c(C)o2)cc1	5	-6	-1	-2	-5	5	1	0	-9	1.6
CC(Oc1ccccc1F)c1nnc(SCC(=O)NCc2ccc3c(c2)OCO3)o1 (stereo not given)	1	9	2	4	-3	-14	-6	1	-1	0.5
CCOC(=O)C1=C[C@@H](CC)N(S(=O)(=O)c2ccc(C)cc2)[C@H]1c1ccccc1	2	-2	-1	-2	1	0	·	1	-3	-0.7
COc1cccc(NC2C=CS(=O)(=O)C2)c1 (stereo not given)	4	-4	1	3	-5	0	-4	2	-2	-2.1
CCOC(=O)c1ccc(NCc2ccncc2)cc1	-1	-1	1	5	-1	2	-2	-3	10	0.4
Cc1cc(N2C(=O)C(O)=C(C(=O)c3cc4ccccc4o3)C2c2cccc(Cl)c2)no1 (stereo not given)	1	60*	4	-6	-2	2	-34	5	-12	27*
CCC(=O)NC(C)C(c1cccs1)N1CCN(Cc2ccccc2)CC1 (stereo not given)	-11	-2	-2	-6	-2	-5	1	0	-1	-0.4
COc1ccccc1N1CCN(CC(=O)c2ccc(F)cc2)CC1	19	-3	-5	0	5	21	6	7	-3	0.6
CCCCN(C=O)c1c(CC)nc2ccc(C(=O)NCc3ccccc3OC)cn12	-6	-2	0	-10	4	-1	·	0	1	-1.0
N#CCCCc1cn(-c2nc3ccccc3s2)nn1	-2	1	2	0	-1	1	·	-1	4	1.5
C/C(=N\OCC(=O)NC12CC3CC(CC(C3)C1)C2)c1cc2ccccc2o1	1	-6	-1	-8	6	0	-39	-6	3	-1.5
O=c1c2ccccc2[nH]c(=S)n1CCCN1CCN(c2ccccc2F)CC1	-2	-3	2	5	4	-4	-4	-1	2	-1.2
Next part.
SMILES	TDP2 inh	rCAG binder	LEDGF integ inh	SIAE primary	NR1D1 modulator	ABHD4 inh	HTRA1 inhibitor	PRMT1 inh	TCR CD3 inh	PG9 Ab binder
O=C(Nc1ccccc1)Nc1ccc(Oc2cccnc2)nc1	-5	4	4	4	5	6	2	-1	-1	-1.6
CCC(=O)Nc1ccc(Cl)c(NC(=S)NC(=O)COc2ccccc2)c1	1	0	1	-1	3	-7	-7	-4	6	-3.2
C#CCOCCOCCOCCNc1nc(N2CCN(C(=O)[C@H](C(C)C)n3cc(CCO)nn3)CC2)nc(N2CCN(C(=O)[C@H]([C@@H](C)CC)n3cc(CCC(=O)O)nn3)CC2)n1	-11	3	1	3	-2	-2	2	3	-4	2.3
CCCN(CCC)S(=O)(=O)c1ccc(C(=O)Nc2nc3c(s2)CCc2ccccc2-3)cc1	2	4	0	7	-2	0	-1	1	6	0.7
O=C(NC12CC3CC(CC(C3)C1)C2)N1CCN(c2ncccn2)CC1	-4	-5	-3	-6	·	4	-22	2	0	-0.1
O=C(N/N=C/c1ccc(Br)cc1)c1ccc(Br)o1	-14	6	3	-12	-3	-8	-6	-2	-1	-3.0
CCCOc1ccc(/C(O)=C2\C(=O)C(=O)N(c3ccccn3)C2c2ccccc2F)cc1C (stereo not given)	-3	17	3	-7	-4	-1	-5	-1	2	21*
CC(=O)c1c(C)[nH]c(C(=O)CSc2nnc(-c3ccco3)n2Cc2ccccc2)c1C	5	3	0	-16	-8	1	-21	-2	8	-3.0
COc1ccc(C(=O)O)cc1S(=O)(=O)Nc1ccc2cn[nH]c2c1	2	2	-3	4	-5	1	0	-2	5	-2.2
Cc1cccc(C)c1NC(=O)C1(N2C(=O)CC2c2ccccc2)CCCCC1 (stereo not given)	1	-3	0	0	-4	3	0	3	9	-3.5
CC(=O)Nc1ccc(N=Cc2c(O)ccc3ccccc23)cc1	7	-3	0	0	14	3	1	-3	-2	-4.2
COc1ccc(/C=C2/C(=N)N3N=C(CC(=O)N4CCCC4)SC3=NC2=O)cc1OC	-8	17	5	0	-1	6	-2	0	12	1.0
CCOC1(C(F)(F)F)NC(=O)N(Cc2ccc(OC)cc2)C1=O (stereo not given)	-8	1	-2	2	3	4	-1	-2	4	0.0
COc1cccc(N2CC(O)=C(c3nc4ccccc4s3)C2=N)c1	-2	-1	-3	2	3	7	-7	2	1	-2.6
Cc1cc(OCC(=O)NCCc2cccc(F)c2)c2c(C)cc(=O)oc2c1	12	0	1	1	6	2	-2	2	-4	1.1
COc1ccc(NC(=O)C(CCSC)NC(N)=O)cc1NS(=O)(=O)c1ccc(F)cc1 (stereo not given)	5	-3	1	-5	7	4	3	5	-2	0.3
